# IMP-1 inh = IMP-1 metallo-beta-lactamase inhibitors, primary screen, biochemical, epi-absorbance readout, Pseudomonas aeruginosa enzyme; purified IMP-1, nitrocefin hydrolysis, epi-absorbance fluorescence; inhibition, % at 5.6 µM; actives 0.45% (n = 290,000);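 active = inhibition above the mean plus 3 SD of all compounds in the same screening run, cut at about 4.5% in these data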;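 note: 0% = IMP-1 with DMSO and 100% = DMSO wells lacking enzyme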
#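 System: Purified recombinant IMP-1 metallo-beta-lactamase enzyme | Measured by: Fluorescence quenching readout, ex 480/em 530 nm | Replication: Singlicate | Incubation: 15 min preincubation plus 25 min reaction at 25 °C | Evaluation: Percent inhibition from optical density relative to buffer-blank wells | Benchmarks: DMSO with and without IMP-1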
# MEKK2wt PB1 HTS = modulators of MEK5 binding to wildtype MEKK2, primary screen, biochemical, multiplex bead flow cytometry, Alexa488-MEK5. actives 1.1% (n = 290,000). binding response (% of control), % at 10 µM. Mitogen-activated protein kinase kinase kinase 2 (Homo sapiens), Q9Y2U5. Alexa488-MEK5 binding to MEKK2 WT; actives lie on both sides; in the data active = binding response below about 67% or above about 130%
# VIM-2 inh = VIM-2 metallo-beta-lactamase inhibitors, primary screen, biochemical, epi-absorbance readout, Pseudomonas aeruginosa enzyme; AID 1527, 2009; inhibition, % at 5.6 µM; actives 0.89% (n = 290,000); purified VIM-2, nitrocefin hydrolysis, epi-absorbance fluorescence;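 active = inhibition above the mean of all tested compounds plus 3 SD, cutoff set per screening run, cut at about 7.5% in these data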;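 note: red hydrolysis product quenches plate fluorescence so inhibitors raise well fluorescence; 0% = enzyme with DMSO and 100% = DMSO without enzyme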
# MEKK2mut PB1 HTS = MEK5 binding signal on mutant MEKK2 PB1, primary screen, biochemical, multiplex bead flow cytometry, Alexa488-MEK5 | Alexa488-MEK5 binding to MEKK2 mutant | percent response, % at 10 µM | actives 0.35% (n = 290,000) | AID 1530, 2009; in the data active = percent response above about 24%, passing the limit was not always enough; note: inactives centre near 1; some results filed as inactive read as strong as hits
# SUMO HTRF inh = inhibitors of in vitro SUMOylation cascade, primary screen, biochemical, HTRF, uHTS. SUMO-conjugating enzyme UBC9 (Homo sapiens), P63279. HTRF SUMOylation assay, SAE1/SAE2 + UBC9. inhibition, % at 35 µM. actives 0.36% (n = 290,000). AID 2006, 2009; in the data active = inhibition above about 50%, passing the limit was not always enough; note: strong numbers were not always called active
# Target sequence (P63279 whole entry, looked up): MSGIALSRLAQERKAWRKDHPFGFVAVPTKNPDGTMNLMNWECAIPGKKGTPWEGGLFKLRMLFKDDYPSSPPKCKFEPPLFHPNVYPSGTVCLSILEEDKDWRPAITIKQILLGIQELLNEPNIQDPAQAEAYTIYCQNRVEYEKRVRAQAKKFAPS
# FID counter = compounds displacing fluorescent DNA intercalator, primary screen, artefact control for HCV NS3 helicase inhibitor project, biochemical, FID fluorescence | AID 1845, 2009 | DNA fluorescent intercalator displacement | actives 0.17% (n = 290,000) | inhibition, % at 7.9 µM; in the data active = inhibition above about 37%;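 note: 0% = vehicle and 100% = reference compound; higher means more ethidium bromide displaced from hairpin DNA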
# NALP1 yeast inh = NALP1 inflammasome inhibitors in reconstituted yeast, colorimetric, S. cerevisiae, triplicate retest; actives 0.61% (n = 280,000); AID 2071, 2009; S. cerevisiae NALP1/ASC/caspase-1 growth, X-gal OD620, 72 h; inhibition, % at 10 µM; in the data active = inhibition mostly above about 24%, no sharp cut-off; inactive = mostly below about 32%; note: some compounds called inactive have numbers as strong as hits
# HCV NS3 hel inh = inhibitors of HCV NS3 helicase, primary screen, biochemical, Cy5 molecular beacon fluorescence; AID 1800, 2009; actives 0.56% (n = 290,000); inhibition, % at 10.9 µM; NS3 helicase DNA unwinding;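 active = inhibition above the mean of all tested compounds plus 3 SD, set per campaign, cut at about 35% in these data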;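 note: 0% = DMSO wells and 100% = thioflavine S control wells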
#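 System: NS3 helicase fragment of HCV / Schedule: 1 h at 25 °C / Control set: DMSO alone as 0% and 110 µM thioflavine S as 100% / Reagent: Cy5/quencher beacon DNA duplex and ATP to start / Technique: Cy5 fluorescence / Replication: singlicate / Evaluation: % inhibition of end-to-start signal ratio versus controls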
# PfM18AAP inh = PfM18AAP inhibitors, malaria aminopeptidase, primary screen, biochemical, QFRET, recombinant enzyme; M18 aspartyl aminopeptidase (Plasmodium falciparum 3D7); H-Glu-NHMec fluorogenic cleavage; inhibition, % at 7.35 µM; actives 1.2% (n = 290,000); AID 1822, 2009;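 active = inhibition above the campaign mean inhibition over all tested compounds plus 3 SD, cut at about 28% in these data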;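 note: 0% = plate median of test compound wells and 100% = 2 mM ZnCl2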
# * = called active by the depositor; . = not tested or not shown.
SMILES,IMP-1 inh,MEKK2wt PB1 HTS,VIM-2 inh,MEKK2mut PB1 HTS,SUMO HTRF inh,FID counter,NALP1 yeast inh,HCV NS3 hel inh,PfM18AAP inh
CC(=O)OCCNc1cc(SC(C)C)c2nonc2c1[N+](=O)[O-],-1.4,104,0.7,-1,18,8,-8,-1,1
O=C(O)COc1ccc(/C=N/O)cc1Br,-2.8,103,-1.3,-1,9,1,-12,-9,-3
COc1ccccc1-c1nc(C(=O)NCC2CCCO2)cc2c1[nH]c1ccccc12 (centres undefined),-5.0,99,-3.1,0,20,-31,19,1,-6
CCOC(=O)[C@@H]1[C@H]2COc3cc(OC)ccc3[C@H]2N2C(=O)N(c3cccc(Cl)c3)C(=O)[C@]12C,-0.9,96,-0.2,-3,-3,-34,9,-19,1
COc1ccc(/C(N)=N/OC(=O)Cc2ccc(C)cc2)cc1OC,-2.9,102,-3.8,-2,-22,-30,6,-15,-9
COc1ccccc1CC(=O)Nc1ccc2c(c1)CCC2,1.8,99,-0.9,3,-4,-8,30,7,-5
S=C1NC2=C(CCC/C2=C\c2ccc(Cl)cc2)C(c2ccc(Cl)cc2)N1 (centres undefined),0.2,79,-0.3,-27,21,-9,40*,-29,3
COCn1c(-c2ccccc2)nc2ccccc21,-2.1,105,-2.0,2,9,0,5,-1,-8
COC(=O)c1cccnc1-n1c(=O)c2cccnc2n(CC(=O)Nc2ccc(Br)cc2)c1=O,-3.0,111,-1.6,5,8,-17,5,-4,5
CC(C)(C)OC(=O)N1CCN(c2ccc(NC(=O)Cn3nnc(-c4ccccc4)n3)cc2)CC1,-4.9,103,0.0,1,12,-3,11,-1,6

# The last three records of the section above lead into the next:
SMILES,IMP-1 inh,MEKK2wt PB1 HTS,VIM-2 inh,MEKK2mut PB1 HTS,SUMO HTRF inh,FID counter,NALP1 yeast inh,HCV NS3 hel inh,PfM18AAP inh
COCn1c(-c2ccccc2)nc2ccccc21,-2.1,105,-2.0,2,9,0,5,-1,-8
COC(=O)c1cccnc1-n1c(=O)c2cccnc2n(CC(=O)Nc2ccc(Br)cc2)c1=O,-3.0,111,-1.6,5,8,-17,5,-4,5
CC(C)(C)OC(=O)N1CCN(c2ccc(NC(=O)Cn3nnc(-c4ccccc4)n3)cc2)CC1,-4.9,103,0.0,1,12,-3,11,-1,6
Cc1cccc(NC(=S)N2CCN(c3ccccc3F)CC2)c1C,-2.3,96,-0.6,-9,-6,-16,-13,8,-2
Cc1ccc(-c2csc3nc(C)n(-n4c(C)ccc4C)c(=O)c23)o1,-3.4,92,-6.0,-4,-18,-14,-23,7,-60
CN(Cc1ccccc1)C1(CNC(=O)CCC(F)(F)F)Cc2ccccc2C1,-2.8,104,-3.1,6,-2,-8,22,11,0
N#Cc1ccccc1NC(=O)Nc1cccs1,2.1,105,-2.3,4,-7,0,2,-6,7
O=C(NCc1ccc(Cl)cc1)C1CCN(S(=O)(=O)c2ccc(F)cc2)CC1,-2.6,98,-2.4,-1,4,-13,11,-10,5
COc1cccc(CNC(=O)c2nnn(CC(=O)Nc3ccc(C)c(C)c3)c2N)c1,.,101,.,1,7,.,-3,.,.
CCCCCc1cc(=O)oc2c(C(CCN3CCCC(C)C3)c3ccc4c(c3)OCO4)c(OC)cc(OC)c12 (centres undefined),.,302*,.,74*,-13,.,11,.,.
O=C(c1cc(COc2ccc(F)cc2Cl)on1)N1CCCCCC1,-1.2,102,-1.1,1,7,-38,31,-5,2
CCOCc1cnc(C)nc1NCC(=O)c1c(C)n(C)c2ccc(OC)cc12,0.1,102,-0.1,-8,-38,10,-1,-2,12
CCn1c2ccc(/C(C)=N\O)cc2c2cc(/C(C)=N\O)ccc21,-2.0,98,2.2,-6,16,-15,-19,-15,1
CN(C)C(/C=C/Nc1ccc(O)cc1)=C(C#N)C#N,-3.2,107,-1.1,-1,23,-9,6,7,19
O=C(Cc1ccc(F)cc1)c1ccc(O)cc1O,-2.1,95,0.1,-2,-7,-3,6,3,16
O=C(CCN1C(=O)C2C3CCC(C3)C2C1=O)Nc1cccc(Cl)c1 (centres undefined),5.9*,100,2.6,-5,-5,-7,15,21,-3
O=c1c2cccnc2[nH]c(=S)n1CCCN1CCN(c2ccc(F)cc2)CC1,-1.6,111,0.2,7,9,0,17,1,-7
CC(C)C(CCNC(=O)CN1C(=O)c2ccccc2C1=O)c1ccco1 (centres undefined),-0.9,95,-1.9,-6,9,-20,13,0,4
Cc1ccc(C)c(OCc2cc(C(=O)N3CCC(N4CCCC(O)C4)CC3)no2)c1 (centres undefined),-1.5,112,1.0,4,13,9,9,-24,-5
CCN(CC(=O)NC(C)(C)C)C(=O)C(c1ccccc1)c1ccccc1,-1.5,103,-2.4,1,0,-22,-5,5,3
CCC1CCCCN1CCCNC(=O)c1ccc(CS(=O)(=O)Cc2ccc(Cl)cc2)o1 (centres undefined),-4.0,105,-2.5,2,6,10,0,5,-7
COC(=O)/C(=C1/Oc2ccc(C)cc2S1)C(F)(F)F,-2.0,99,-1.1,3,9,-1,33,1,-1
CC(C)c1cc(NCCOCCO)n2c(nc3ccccc32)c1C#N,-0.5,98,12*,-2,34,-22,9,4,0
CN1CCN(c2oc(Cc3cccc4ccccc34)nc2C#N)CC1,-1.6,105,7.4,5,6,-5,28,-25,10
O=C(N/N=C/c1cccc([N+](=O)[O-])c1)c1ccc(COc2ccccc2-c2ccccc2)cc1,-1.8,92,-5.5,-3,-14,-2,14,-3,1
O=C(O)CCCNC(=O)CC1S/C(=N/N=C/c2ccccc2O)NC1=O (centres undefined),-4.0,111,-3.0,-2,6,-30,6,6,-1
Cn1cccc1-c1nc2ccc(NC(=O)c3cccs3)cc2[nH]1,-0.3,106,-0.1,1,5,-4,-1,3,-25
Clc1ccccc1CN1CCN(c2ncccn2)CC1,-2.5,105,-2.6,10,16,-8,-12,-4,-13
O=C(CSc1ccc(Cl)cc1)N1CCN(c2ncc(C(F)(F)F)cc2Cl)CC1,-1.4,98,-6.7,-7,19,-3,34,-5,4
CN(c1ccc(OCC(=O)OCC(=O)NC2CCCC2)cc1)S(=O)(=O)c1ccc2ccccc2c1,-2.3,95,-1.9,-6,12,-24,6,-16,-11
Cc1cc(Br)ccc1NC(=O)CNC(=O)Cn1ncc(Cl)c(Cl)c1=O,-1.4,100,-2.2,1,32,0,14,-8,-1
COc1ccc(N2CCN(C(=O)c3ccccc3N(C)S(=O)(=O)c3ccc(C)cc3)CC2)cc1,-4.8,103,-2.3,2,-5,-59,6,-9,9
CC(C)CNC(=O)COC(=O)c1cc(Cl)cc(Cl)c1N,-5.1,98,-0.1,0,5,-8,-20,-12,-31

# 3 of the entries above in order of their number in MEKK2wt PB1 HTS, ascending.
Structure	MEKK2wt PB1 HTS
O=C(N/N=C/c1cccc([N+](=O)[O-])c1)c1ccc(COc2ccccc2-c2ccccc2)cc1	92
CN(c1ccc(OCC(=O)OCC(=O)NC2CCCC2)cc1)S(=O)(=O)c1ccc2ccccc2c1	95
CC(C)CNC(=O)COC(=O)c1cc(Cl)cc(Cl)c1N	98

# The listing continues:
SMILES,IMP-1 inh,MEKK2wt PB1 HTS,VIM-2 inh,MEKK2mut PB1 HTS,SUMO HTRF inh,FID counter,NALP1 yeast inh,HCV NS3 hel inh,PfM18AAP inh
CC(C)C[C@@H](C(=O)N[C@@H](C(=O)O)c1ccccc1)N1C(=O)N2CCc3c([nH]c4ccccc34)[C@@]2(C)C1=O,-4.5,98,-1.3,3,8,-12,-18,-12,0
COc1ccc(CC(=O)NNC(=O)c2ccncc2)cc1,-2.4,93,-4.9,-11,13,5,10,3,1
Cn1c(-c2ccc(Cl)cc2)ccc(C#N)c1=O,-0.3,95,-4.5,-4,-6,2,4,-6,-13
CC(=O)C1=C(O)C(=O)N(c2cccnc2)C1c1ccc([N+](=O)[O-])cc1 (centres undefined),-1.6,100,-2.5,-1,25,1,2,-3,2
Cc1ccc(C(C(=O)NC2CCCC2)N(Cc2cccnc2)C(=O)c2snc(C(N)=O)c2N)o1 (centres undefined),-2.1,90,-3.0,-11,-20,-20,11,8,4
Cc1ccc(NC(=O)N(Cc2cccnc2)Cc2ccco2)cc1C,-0.6,103,-1.9,1,-5,-8,-8,-3,1
COC(=O)CSc1nnc(-c2ccc(S(=O)(=O)N3CCC(C)CC3)cc2)o1,-2.9,94,-0.9,-5,-36,-2,3,0,1
CCOc1ccccc1NC(=S)NC(=O)CCCOc1ccc(Cl)cc1Cl,-0.3,109,-1.2,3,10,-5,12,-4,2
Cc1cc(N2CCN(S(=O)(=O)c3ccc(C)c(C)c3)CC2)c2ccccc2n1,-1.1,110,0.0,5,2,17,26,-13,-2
N=c1n(CCO)c2ccccc2n1Cc1ccccc1Cl,-5.4,112,-1.4,8,19,14,6,-16,-11
CCCOc1cccc(C2C(C(=O)c3ccco3)=C(O)C(=O)N2c2nnc(C)s2)c1 (centres undefined),-1.5,100,-1.6,0,4,-29,-4,14,0
CCOC(=O)CSc1nnc(CSc2nc3sc4c(c3c(=O)[nH]2)CCC4)n1-c1ccccc1,-1.1,97,-4.1,2,10,-32,-8,0,6
CCOc1ccccc1Nc1nc2ccccc2n1C(C)C,-2.0,111,-0.9,10,3,-3,2,-10,-1
CC1CCCN(c2nc3c(c(=O)n(C)c(=O)n3C)n2CCSc2nc3ccccc3s2)C1 (centres undefined),-4.1,96,-2.7,1,10,-36,-5,0,3
COc1cccc(C(=O)Nc2nnc(S(=O)(=O)N(C)c3ccccc3)s2)c1,1.9,101,-3.7,0,.,-19,30,-11,-1
Cc1ccc(COc2cccc(/C=N/NC(=O)c3nnn(-c4nonc4N)c3C)c2)cc1,-2.3,94,0.3,-2,5,0,22,5,-2
CC(=O)NCC(=O)N(c1c(C)n(C)n(-c2ccccc2)c1=O)C1(C(=O)NC2CCCC2)CCCCC1,-2.4,.,-0.7,.,-12,-21,-6,0,4
CSc1nsc(SCC(=O)Nc2ccccc2C(N)=O)n1,-1.0,103,-0.9,1,6,-4,0,0,1
CCN(CC)CCCNC(=O)c1cc(-c2ccc3c(c2)OCO3)on1,-0.2,104,3.6,2,4,7,26,-1,8
CCOC(=O)C1(Cc2ccccc2)CCN(Cc2ccon2)CC1,-1.8,92,-1.6,-12,-8,-8,-1,-7,-8
OC(CNCCc1ccc(C(F)(F)F)cc1)COc1cccc2ccccc12 (centres undefined),-2.6,156*,-2.8,7,-21,20,103*,-69,2
O=C(NCCCCCNC(=O)c1ccco1)c1ccco1,-3.0,110,-2.1,3,25,-2,9,5,-8
